Screening results as filed in PubChem BioAssay.
MITF inh = blocks human microphthalmia-associated transcription factor. inhibition, % at 2.6 µM. 650,000 compounds, 0.91% hits. AID 1259374. AlphaScreen MITF homodimerization, bead proximity signal; in the data active = inhibition above about 50%;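 note: 0% = vehicle wells with protein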
Target sequence (O75030 whole entry, looked up): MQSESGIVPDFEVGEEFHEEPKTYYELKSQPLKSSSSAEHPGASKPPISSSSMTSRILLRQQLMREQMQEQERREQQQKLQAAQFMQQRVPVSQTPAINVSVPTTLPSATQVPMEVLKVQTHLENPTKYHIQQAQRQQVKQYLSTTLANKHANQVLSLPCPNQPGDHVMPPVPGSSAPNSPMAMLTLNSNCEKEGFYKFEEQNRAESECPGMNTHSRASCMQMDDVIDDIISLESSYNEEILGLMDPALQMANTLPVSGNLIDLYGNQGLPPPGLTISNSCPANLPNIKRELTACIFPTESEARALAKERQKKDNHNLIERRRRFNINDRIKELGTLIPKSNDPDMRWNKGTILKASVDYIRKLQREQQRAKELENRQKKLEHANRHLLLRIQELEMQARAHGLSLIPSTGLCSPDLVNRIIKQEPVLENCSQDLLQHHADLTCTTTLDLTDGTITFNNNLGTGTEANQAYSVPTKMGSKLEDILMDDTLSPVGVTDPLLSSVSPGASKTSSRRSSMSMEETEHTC
FBW7 activator = human FBW7 E3 ligase activation, primary screen; 650,000 compounds, 0.13% hits; AlphaScreen FBW7–phospho-cyclin E peptide binding, activator screen; AID 1259310; normalized activity (activation), % at 26.1 µM; Q969H0; in the data active = normalized activity above about 1.9%;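 note: purified mutant Fbw7 with reduced substrate affinity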
TEAD-YAP block = TEAD-YAP interaction inhibition; inhibition, % at 9.12 µM; HEK-TIYL cells, TEAD-Gal4/YAP UAS-luciferase luminescence; 640,000 compounds, 1.4% hits; in the data active = inhibition above about 32%;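 note: 0% = median of test compound wells and 100% = reference inhibitor wells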
GPR151 activ = activators of human GPR151 | Q8TDV0 | PathHunter beta-arrestin GPR151 cells, luminescence | activation, % at 11.2 µM | 650,000 compounds, 1% hits | AID 1508602; in the data active = activation above about 4.9%;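 note: 0% = median of compound wells and 100% = cells with positive control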
Target sequence (Q8TDV0 whole entry, looked up): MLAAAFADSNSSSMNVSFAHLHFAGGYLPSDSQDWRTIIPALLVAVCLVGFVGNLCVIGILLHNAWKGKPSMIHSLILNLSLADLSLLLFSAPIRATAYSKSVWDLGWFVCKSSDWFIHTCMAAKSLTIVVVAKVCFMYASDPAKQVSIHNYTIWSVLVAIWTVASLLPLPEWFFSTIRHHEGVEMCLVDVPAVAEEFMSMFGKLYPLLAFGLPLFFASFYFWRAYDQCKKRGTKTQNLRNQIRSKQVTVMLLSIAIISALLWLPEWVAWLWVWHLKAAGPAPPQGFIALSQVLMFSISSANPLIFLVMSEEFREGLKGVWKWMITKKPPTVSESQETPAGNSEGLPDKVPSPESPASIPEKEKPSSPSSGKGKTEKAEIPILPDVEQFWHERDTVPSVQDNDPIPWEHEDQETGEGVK
Starred values were filed as active, the others as inactive.

SMILES | MITF inh | FBW7 activator | TEAD-YAP block | GPR151 activ
Cc1c(Cl)c(C(F)(F)F)nn1CC(=O)N1CCSCC1 | -7 | 0.0 | 0 | -0.7
CCCOc1ccc(/C=N/Nc2nc3ccccc3[nH]2)cc1OC | 6 | 0.2 | -33 | -1.6
C/C(=N\N=C1/NC(=O)CC(C(=O)O)S1)c1cccs1 (stereo unspecified) | 9 | 0.1 | 11 | -0.1
CC(CCc1ccco1)NC(=O)c1ncoc1-c1ccccc1F (stereo unspecified) | 11 | -0.1 | 3 | 4.0
Cc1cc(C)cc(OCC(=O)NNC(=O)COc2cc(C)c(Cl)c(C)c2)c1 | -9 | 0.0 | 10 | -0.8
FC(F)(F)c1ccc(Cn2cnc3c(NCc4cccnc4)nc(-c4csc5ccccc45)nc32)cc1 | 3 | 0.1 | 5 | -0.5
CC1CCCN(C(=O)Cn2cnc3c2c(=O)n(C)c(=O)n3C)C1 (stereo unspecified) | 4 | 0.1 | 0 | 0.0
Cc1ccccc1NC(=O)c1c(NC(=O)c2cccs2)sc2c1CCCC2 | -12 | 0.0 | 5 | 0.6
COc1ccc(NC(=S)N(CCCN2CCCCC2)Cc2cccs2)cc1 | 4 | 0.0 | 2 | 0.8
Cc1cc(NCc2ccco2)nc(N2CCC(O)(Cc3ccccc3)CC2)n1 | -5 | 0.2 | -3 | -0.8
COc1ccc(NC(=O)C(N)=O)cc1OC | 13 | -0.1 | -4 | 1.2
NC(=O)CN(c1ccccc1)C1SC(=O)N(Cc2cccc(C(=O)O)c2)C1=O (stereo unspecified) | 9 | 0.7 | 2 | -0.9
COC(=O)c1ccc2c(c1)N(Cc1ccc(F)cc1)C(=O)CS2 | -6 | -0.2 | 10 | -0.5
CCOC(=O)N1CCN(C(=O)CN(c2ccccc2Br)S(C)(=O)=O)CC1 | 14 | 0.1 | 2 | 7.6*
C=CCn1sc(=NC(=Nc2ccccc2)c2ccccc2)n(Cc2ccccc2)c1=S | 8 | 0.0 | 2 | 1.5
C=CCN(CC=C)S(=O)(=O)c1ccc(C(=O)Nc2cc(C)on2)cc1 | 14 | 0.1 | 8 | -0.3
COc1ccc(CNC(=O)C/C(C)=N/NC(=O)c2cccc(OC)c2)cc1 | 11 | 0.0 | -7 | -1.4
Cc1ccsc1C(=O)NCCc1nnc(SCC2CCCO2)n1C (stereo unspecified) | 0 | -0.2 | -5 | -0.4
O=C1c2ccccc2C(=O)N1CCc1nc(-c2ccccc2)cs1 | -2 | 0.0 | -2 | -0.2
Cn1c(SCC(=O)c2ccc(Cl)cc2Cl)nnc1-c1cccnc1 | -9 | -0.3 | 1 | -0.4
Cc1n[nH]c(C)c1S(=O)(=O)NC1CCCCC1 | 7 | 0.2 | 12 | -0.8
C=C(C)c1cccc(C(C)(C)NC(=O)NCc2ccco2)c1 | 9 | 0.6 | -5 | -1.0
Cc1ccc(N(C(=O)c2csnn2)C(C(=O)NC2CCCC2)c2ccccn2)cc1 (stereo unspecified) | 11 | 0.1 | 13 | -0.2
COc1cc(/C=N/n2c(-c3ccncc3)n[nH]c2=S)cc(OC)c1OC(C)=O | 6 | -0.1 | -10 | -0.5
CCCCC1=NN2C(=N)/C(=C/c3cn(Cc4ccccc4)c4ccccc34)C(=O)N=C2S1 | -5 | -0.1 | -6 | -1.4
CCOc1ccc(S(=O)(=O)Nc2cccc(C(C)=O)c2)cc1C | 0 | -0.3 | 28 | 0.8
CC(=O)Nc1ccc(Nc2cc(Nc3ccncn3)nc(N)n2)cc1 | 3 | 0.2 | 7 | -0.4
COc1ccc(C(=O)N2CCN(C(=O)c3cccnc3)CC2)cc1 | 6 | -0.1 | 7 | -0.1
Cc1nc2ccccc2c(=O)n1N1C(=O)CCCC1=O | 13 | 0.0 | 2 | -0.5
CC1(C)Cc2c(c(N3CCOCC3)nc3sc4c(ncn5c(=S)[nH]nc45)c23)CO1 | -19 | 0.0 | -5 | 1.1
CCOC(=O)c1ccc(-c2coc3cc(OC)c(CC)cc3c2=O)o1 | 12 | 0.0 | 7 | 2.1
Cc1cccc(NC(=O)c2ccc3c(c2)C(=O)N(N2C(=O)c4ccccc4C2=O)C3=O)c1C | 1 | 0.1 | -3 | -0.4
CCCC(=O)Nc1ccccc1N1CCN(C(=O)c2ccccc2)CC1 | -5 | 0.0 | -8 | 0.5
O=C(Cc1ccccc1)NCC(c1cccs1)N1CCOCC1 (stereo unspecified) | 8 | -0.1 | 3 | -1.1
CCCCNC(=O)CCc1nc2cccnc2n1Cc1ccc(OC)cc1 | -36 | 0.5 | 11 | 0.1
CN1CCN(c2nn3c(=O)c4ccccc4nc3c3ccccc23)CC1 | 14 | 0.0 | -3 | -1.8
C(=C\c1ccccc1)/C=N/Nc1nncc(-c2ccccc2)n1 | 15 | 0.0 | -5 | 0.0
CCOC(=O)c1ccc(NC(=S)N2CCN(c3ncccn3)CC2)cc1 | 9 | -0.1 | -13 | 0.8
CCCn1c2ccccc2c2nnc(SCC(=O)Nc3ccc([N+](=O)[O-])cc3)nc21 | 9 | -0.2 | 10 | -1.3
C/C(=N\N=C1/NC(=O)C(C)S1)c1ccco1 (stereo unspecified) | 4 | 0.0 | 3 | 0.1
N#C/C(=C\c1ccccc1[N+](=O)[O-])C(N)=O | -9 | 0.1 | -8 | 4.0
Nc1ccc(S(=O)(=O)Nc2nc3ccccc3nc2Cl)cc1 | -9 | -0.2 | -1 | -0.6
CCCCOC(=O)C1=C(C)Nc2ncnn2C1c1ccccc1C (stereo unspecified) | 6 | -0.2 | 4 | -0.9
COc1ccc2cc(C)c3nn(CN4CCOCC4)c(=O)n3c2c1 | -3 | 0.0 | 1 | 0.6
CC1CCCC(NC(=O)Cn2c(=O)c3cccn3c3ccccc32)C1C (stereo unspecified) | -6 | -0.2 | -7 | 0.4
COc1cccc(C(c2sc3ncnn3c2O)N2CCCC(C)C2)c1 (stereo unspecified) | -2 | 0.2 | 0 | 1.8
COC(=O)c1cccc(Nc2nc(-c3ccc([N+](=O)[O-])cc3)nc3ccccc23)c1 | 11 | 0.0 | 1 | -0.9
CCc1c(C)nc2c(C(=O)NCCc3ccccc3)c[nH]n2c1=O | 1 | -0.1 | 3 | 3.8
O=C(CCN1C(=O)c2ccccc2C1=O)Nc1ccccc1C(=O)N1CCCCC1 | -6 | 0.1 | -5 | 4.1
COc1ccc(Cl)cc1N(CC(=O)Nc1ccccc1)S(C)(=O)=O | -11 | -0.2 | -2 | -1.7
CCCCCOC(=O)C1=C(C)NC2=C(C(=O)CCC2)C1c1ccccc1OCCCC (stereo unspecified) | 5 | 0.1 | 8 | -2.3
Fc1ccccc1-c1cc(NCCCn2ccnc2)nc(-c2ccncc2)n1 | 62* | -0.8 | 3 | 7.5*
COc1ccc(CN2CCCN(C)CC2)cc1C | 20 | 0.1 | 6 | 0.9
O=c1c2cccnc2[nH]c(=S)n1Cc1ccc2c(c1)OCO2 | 2 | 0.1 | -9 | 0.6
CC(/C=N/NC(=O)c1ccoc1C)=C\c1ccccc1 | 1 | 0.0 | 3 | -7.6
Cn1c(SCC(=O)c2ccc3ccccc3c2)nnc1-c1ccc(N)cc1 | 2 | -0.4 | 1 | 0.8
CCCCCCCCc1cccc[n+]1[O-] | 8 | 0.8 | 3 | 1.2
CC(=O)N1CCN(S(=O)(=O)c2ccccc2Cl)CC1 | 11 | -0.2 | -9 | -2.2
COc1cc(C2=N/C(=C\c3cccnc3)C(=O)O2)cc(OC)c1OC | 14 | 0.1 | 6 | -1.5
COCCCNC(=O)CCN1C(=O)c2ccccc2C1=O | -6 | 0.0 | -7 | 0.1

Next part (5 carried over from the part before).
SMILES | MITF inh | FBW7 activator | TEAD-YAP block | GPR151 activ
Cn1c(SCC(=O)c2ccc3ccccc3c2)nnc1-c1ccc(N)cc1 | 2 | -0.4 | 1 | 0.8
CCCCCCCCc1cccc[n+]1[O-] | 8 | 0.8 | 3 | 1.2
CC(=O)N1CCN(S(=O)(=O)c2ccccc2Cl)CC1 | 11 | -0.2 | -9 | -2.2
COc1cc(C2=N/C(=C\c3cccnc3)C(=O)O2)cc(OC)c1OC | 14 | 0.1 | 6 | -1.5
COCCCNC(=O)CCN1C(=O)c2ccccc2C1=O | -6 | 0.0 | -7 | 0.1
Cc1ccc(C(=O)N/C(=C/C=C/c2ccccc2)C(=O)N2CC3CC(C2)c2cccc(=O)n2C3)cc1C (stereo unspecified) | 0 | 0.0 | -3 | -0.9
COc1ccc(C2CC(=O)c3cnc4c(-c5ccccc5)c(C)nn4c3C2)cc1OC (stereo unspecified) | 22 | 0.6 | 5 | -1.4
O=c1cc(-c2ccccc2)nc(-c2ccc([N+](=O)[O-])cc2)[nH]1 | -11 | -0.1 | 12 | 3.4
COc1ccccc1OCC(=O)Nc1nc(-c2cccs2)c(NC(=O)c2ccccc2)s1 | 8 | 0.2 | 22 | -2.1
Cc1oc2ccc(Cl)cc2[n+]1CCCS(=O)(=O)O | 8 | 1.5 | 9 | -0.8
C=CCn1c(SCC(=O)Nc2ccc(F)cc2)nnc1-c1cccnc1 | 2 | -0.1 | -6 | 1.4
Cc1cc2ccccc2n1CCNC(=O)CN1CCN(c2ccc3c(c2)OCCO3)C1=O | -2 | -0.2 | 2 | 0.0
CCOc1cc(/C=C2/C(=N)N3N=C(C)SC3=NC2=O)cc(Cl)c1OCCOc1cc(C)cc(C)c1 | 3 | 0.1 | 3 | -0.7
O=C(NCCCN1CCCC1=O)c1ccc(Sc2ccc(F)cc2)c([N+](=O)[O-])c1 | -6 | -0.1 | -12 | -0.9
CC(C)(C)NC(=O)CCN(/N=C/c1cccc(O)c1O)C1=NS(=O)(=O)c2ccccc21 | 10 | -0.2 | -7 | -0.9
CN(C)c1ccc(NC(=O)CSc2ncc(-c3ccccc3)[nH]2)cc1 | 9 | 0.6 | -13 | 0.3
CC(C(=O)OCC(=O)NC1CCCC1)N1C(=O)c2ccccc2C1=O (stereo unspecified) | -10 | -0.1 | -11 | 1.0
O=C(CCc1c[nH]c2ccccc12)NNC(=S)NCc1ccccc1 | 0 | -0.1 | 4 | 2.1
Cc1cccc(-c2nc(CSCC(=O)NCc3cccnc3)c(C)o2)c1 | 17 | 0.0 | 12 | -0.2
COc1cc2c(cc1OC)C(COc1ccc(F)cc1)N(C(=O)/C=C/c1ccc3c(c1)OCO3)CC2 (stereo unspecified) | -3 | -0.1 | -7 | 0.3
CCn1cc(SCC(=O)Nc2ccc(F)cc2F)c2ccccc21 | -2 | 0.2 | -2 | 1.2
CCOCCOC(=O)C1=C(C)NC2=C(C(=O)CC(c3ccc(Cl)cc3)C2)C1c1ccccc1Cl (stereo unspecified) | 3 | 0.0 | 7 | 0.5
CNC(=O)COC(=O)c1c2c(nc3ccccc13)/C(=C/c1ccc(OC)cc1)CC2 | -4 | 0.4 | -20 | -2.9
CC[C@H](C)[C@@H]1NC(=O)[C@H]2CN(C(=O)Oc3ccc(C)cc3)CCN2C1=O | 9 | -0.1 | 3 | 0.0
Nc1nnnn1/N=C\c1ccc(-c2cc([N+](=O)[O-])ccc2Cl)o1 | 8 | 0.0 | -2 | 3.1
CC(=O)Oc1ccc(/C=C/c2ccc3cccc(OCc4ccccc4Cl)c3n2)cc1 | -8 | -0.1 | -5 | 0.0
Cc1cccc(C(=O)N2CCN(c3ccccc3F)CC2)c1[N+](=O)[O-] | -2 | -0.2 | 3 | -2.6
CCCOc1ccc(C2/C(=C(\O)c3ccc(OCCC)c(C)c3)C(=O)C(=O)N2c2nc(C)c(C(=O)OC)s2)cc1 (stereo unspecified) | 0 | 0.1 | 0 | 0.5
CCN(CC)C(=O)CN1C(=O)C(O)(CC(=O)c2ccccc2)c2ccccc21 (stereo unspecified) | 11 | 0.7 | 5 | 7.6*
OC(COc1ccccc1)CN1CCC(c2nc(-c3cccnc3)no2)CC1 (stereo unspecified) | -3 | -0.1 | -2 | 1.2
Cc1ccc2c(c1)c1c3n2CCN(S(C)(=O)=O)C3CCC1 (stereo unspecified) | 14 | 0.3 | 7 | -0.8
Cc1ccc(C(=O)NC(=S)NCc2cccnc2)c(C)c1 | 9 | 0.1 | 7 | 0.2
CC1CCc2cc(F)ccc2N1C(=O)c1ccc(N2CC3CC(C2)c2cccc(=O)n2C3)c([N+](=O)[O-])c1 (stereo unspecified) | 1 | -0.1 | -8 | -0.1
COc1ccc(CN(C)C(=O)C2CCN(C3=NS(=O)(=O)c4ccccc43)CC2)cc1 | -4 | -0.1 | 5 | -0.4
Cc1ccc(NC(=O)C(CC(C)C)NS(=O)(=O)c2ccc3c(c2)oc(=O)n3C)cc1C (stereo unspecified) | 4 | -0.1 | 7 | 0.1

Full records from above. Values in the order: MITF inh | FBW7 activator | TEAD-YAP block | GPR151 activ
CCCOc1ccc(C2/C(=C(\O)c3ccc(OCCC)c(C)c3)C(=O)C(=O)N2c2nc(C)c(C(=O)OC)s2)cc1 (stereo unspecified) is listed with 0 | 0.1 | 0 | 0.5
CCN(CC)C(=O)CN1C(=O)C(O)(CC(=O)c2ccccc2)c2ccccc21 (stereo unspecified) is listed with 11 | 0.7 | 5 | 7.6*
